Source: PubChem
sEH act – soluble epoxide hydrolase (human) activation. actives 0.04% (n = 91,000). AID 717. purified human sEH enzymatic activity, activator screen. P34913. activation, % at 2 µM; in the data active = activation above about 37%; also: values of inactives mirror those of a sister screen read the other way
Target sequence (P34913 whole entry, looked up): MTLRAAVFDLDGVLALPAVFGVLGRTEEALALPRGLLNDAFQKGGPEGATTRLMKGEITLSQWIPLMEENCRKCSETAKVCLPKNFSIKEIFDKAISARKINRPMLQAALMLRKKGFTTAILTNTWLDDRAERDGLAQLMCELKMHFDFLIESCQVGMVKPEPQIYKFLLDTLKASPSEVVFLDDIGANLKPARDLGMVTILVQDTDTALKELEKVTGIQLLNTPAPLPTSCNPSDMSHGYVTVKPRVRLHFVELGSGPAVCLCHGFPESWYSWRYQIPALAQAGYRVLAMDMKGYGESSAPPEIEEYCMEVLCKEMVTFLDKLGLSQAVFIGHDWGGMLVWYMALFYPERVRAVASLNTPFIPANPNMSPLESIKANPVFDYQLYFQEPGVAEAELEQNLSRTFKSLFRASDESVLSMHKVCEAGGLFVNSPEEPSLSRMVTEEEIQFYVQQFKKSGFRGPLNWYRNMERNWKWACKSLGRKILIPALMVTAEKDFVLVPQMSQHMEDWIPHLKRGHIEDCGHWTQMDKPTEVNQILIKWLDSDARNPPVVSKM
S1P2 agonist – S1P2 (human) receptor agonism; O95136; S1P2-expressing cell line, agonist reporter read-out; activation, % at 4.5 µM; actives 0.46% (n = 97,000); AID 729; in the data active = activation above about 16%;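 also: 0% = vehicle low control and 100% = maximal reference agonist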
Target sequence (O95136 whole entry, looked up): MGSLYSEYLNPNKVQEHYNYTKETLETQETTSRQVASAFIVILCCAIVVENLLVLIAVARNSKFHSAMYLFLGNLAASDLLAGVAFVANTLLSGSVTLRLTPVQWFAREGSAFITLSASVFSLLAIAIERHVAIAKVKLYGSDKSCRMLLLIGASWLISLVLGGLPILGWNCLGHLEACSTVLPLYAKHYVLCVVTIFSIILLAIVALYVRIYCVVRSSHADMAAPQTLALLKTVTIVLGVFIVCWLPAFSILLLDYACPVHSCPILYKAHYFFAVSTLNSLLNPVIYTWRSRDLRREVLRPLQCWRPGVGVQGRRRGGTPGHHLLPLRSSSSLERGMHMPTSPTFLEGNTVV
CYP2C19 inh – blocks human cytochrome P450 2C19; actives 21% (n = 96,000); AID 778; P33261; CYP2C19 Supersomes, luciferin-H EGE luminescence, 30 min; inhibition, % at 5 µM;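 active = CYP2C19 inhibition above a set limit at 5 µM in the primary screen, cut at about 50% in these data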;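 also: plate controls were negative control wells for no effect and 2.5 mM tranylcypromine positive control for full effect; values of inactives mirror those of a sister screen read the other way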
PostGolgi ctrl – yeast control strain growth, post-Golgi counter-screen. efflux-deficient yeast background strain, growth absorbance A615, 16 h. inhibition, % at 10 µM. actives 5% (n = 98,000). AID 738
CYP2C19 act – cytochrome P450 2C19 (human) activation; P33261; recombinant CYP2C19, luciferin-H EGE luminescence; hits give high values; 0 = fully inhibited enzyme, 1 = untreated enzyme; activation factor at 5 µM; 96,000 tested, under 10 active; AID 1025;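 active = activation factor of at least 2 at 5 µM in the primary screen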;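 also: 0 = wells with 2.5 mM tranylcypromine and 1 = vehicle-only wells; values of inactives mirror those of a sister screen read the other way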
sEH inhibitor – soluble epoxide hydrolase (human) inhibition; actives 0.34% (n = 91,000); recombinant human sEH enzymatic activity assay; AID 707; inhibition, % at 2 µM; P34913; in the data active = inhibition above about 80%; also: values of inactives mirror those of a sister screen read the other way; many of its hits are not listed in these tables
PostGolgi yeast – growth inhibition of a yeast mutant, post-Golgi transport screen; post-Golgi transport phenotypic cell assay; inhibition, % at 10 µM; actives 0.9% (n = 98,000);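 also: yeast cells grown in 1536-well plates; yeast grown about 18 h at 30C before absorbance read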
S1P2 blocker – S1P2 (human) receptor antagonism | inhibition, % at 5 µM | actives 0.21% (n = 97,000) | cell-based S1P2 antagonist assay, inhibition at 5 uM | O95136; in the data active = inhibition above about 45%;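 also: CRE beta-lactamase reporter cells expressing human S1P2 stimulated with S1P; 0% = agonist at EC80 alone and 100% = agonist plus reference antagonist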
hDAT+cocaine – human DAT dopamine uptake with cocaine, either direction; Q01959; LLC-PK1 hDAT cells, [14C]-dopamine uptake with cocaine IC80; actives deviate in either direction; B-score at 10 µM; actives 1.3% (n = 110,000); AID 449768;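 active = Z score or B-score, a plate-position-corrected score, falls beyond the plate's 99.7% confidence bounds, in either direction; inactive = both scores lie inside the 99.7% bounds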;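 also: scored against the spread of the other compound wells on the same plate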
An asterisk follows results filed as active; nt = no result given. Rule as the data show it, unless noted: active = inhibition above about 30%; inactive = the rest. This is a random part of the collection. About 24% of those tested had a hit in this group.

SMILES	sEH act	S1P2 agonist	CYP2C19 inh	PostGolgi ctrl	CYP2C19 act	sEH inhibitor	PostGolgi yeast	S1P2 blocker	hDAT+cocaine
CC1CN(C(=O)c2cn3ccccc3n2)CC(C)O1 (centres undefined)	nt	nt	-2	-5	1	nt	5	nt	0.047
C=CCc1cccc2cc(NC(C)=O)c(=O)oc12	-7	-5	37	8	0.6	11	-1	-11	0.1
CCN(CC)S(=O)(=O)c1ccc(N2CCOCC2)c(NC(=O)C(=O)c2c(-c3ccccc3)cc3ccccn23)c1	19	-4	29	98*	0.7	-19	72*	-4	1.5
O=C(CSCc1ccccc1)Nc1ccc(Cl)cn1	0	-6	64*	9	0.4	0	7	0	-0.0031
COc1ccc(N2C(=O)c3ccccc3NC23C(=O)N(C)c2ccccc23)cc1 (centres undefined)	0	-3	6	2	0.9	2	-3	1	0.82
O=C1C(Cl)=C(N2CCN(Cc3ccccc3)CC2)C(=O)N1Cc1ccccc1	-3	-3	15	8	0.8	2	-2	2	-0.33
Cc1ccc(C2C3=C(CC(C)(C)CC3=O)N(CCN3CCOCC3)C3=C2C(=O)CC(C)(C)C3)cc1	nt	9	-10	10	1.1	nt	-4	-1	-1.1
NC(=O)C1(N2CCCCC2)CCN(Cc2ccccc2Cl)CC1	9	-4	80*	0	0.2	-4	6	-22	0.18
O=C(NCc1n[nH]c(=S)n1-c1ccc(F)cc1)c1ccco1	8	-5	20	13	0.8	-5	0	14	-0.051
Cc1c(NC(=O)CSc2nnc3c4ccccc4n(CCc4ccccc4)c3n2)c(=O)n(-c2ccccc2)n1C	4	-4	23	21	0.8	-5	6	2	2
O=C(CN1C(=O)NC2(CCCCCCC2)C1=O)N1CCc2ccccc2C1	3	-6	6	30	0.9	-2	1	-17	0.15
COc1ccccc1N1CCN(C(=O)c2cc(-c3ccc(C)cc3)on2)CC1	-7	-3	19	25	0.8	7	-2	-3	1.8
O=S(=O)(Nc1ncccn1)c1ccc(Nc2ncnc3ccccc23)cc1	-4	-10	32	0	0.7	7	3	-12	-0.79
CCC(C)(C)n1nnnc1C(c1cccs1)N1CCN(c2nc3ccccc3s2)CC1 (centres undefined)	1	-6	50	35*	0.5	-2	3	4	1
COCC(=O)NC1CCN(S(=O)(=O)c2ccc(C(=O)O)cc2)CC1	4	-7	10	2	0.9	0	-4	17	0.33
Cc1cccc(Cn2c(=O)n(Cc3ccco3)c(=O)c3ccccc32)c1	-4	-3	9	20	0.9	7	-3	-9	0.79
O=C1C2=C(NC(=S)NC2c2ccc(Cl)cc2)NC(c2ccc(Cl)cc2)N1c1ccc(Cl)cc1 (centres undefined)	1	-8	36	4	0.6	0	4	26	-0.078
CCN1C(=O)C2(C(C#N)=C(N)Oc3n[nH]c(-c4ccc(Cl)cc4)c32)c2ccccc21 (centres undefined)	0	-2	6	7	0.9	-1	-1	-5	-0.77
c1coc(CNc2nc3nonc3nc2NCc2ccco2)c1	-11	-6	4	9	1	12	-7	17	-0.91
Fc1ccc(-n2[nH]nnc2=S)cc1N1CCCC1	-20	-12	-2	5	1	21	1	2	-0.61
CC1CCCN(CC(=O)Nc2ccc(S(=O)(=O)N3CCCCCC3)cc2)C1 (centres undefined)	-44	-6	26	5	0.7	45	5	35	1.2
O=c1n(Cc2ccc(Cl)cc2)c2sc3c(c2c2ncnn12)CCCC3	-19	-1	50	93*	0.5	20	16	-10	0.48
Cc1ccc(N(C)C(=O)N2CCN(c3ccccn3)CC2)cc1	0	-11	21	16	0.8	-1	-4	15	0.014
CCCOC(=O)c1ccc(NC(=O)c2cc(OC)c(OC)c(OC)c2Br)cc1	-2	-3	74*	17	0.3	5	2	6	-0.63
O=C(Nc1cccc(Cl)c1Cl)c1ccc(-c2ccccc2)cc1	7	-7	6	10	0.9	-6	-6	5	nt
COC(=O)C1=C(C)NC(=O)/C1=C\c1cc(C)n(-c2cc(C)cc(C)c2)c1C	10	-3	82*	21	0.2	-10	8	-18	2.4
CCOc1cc(-c2nc(-c3ccncc3)no2)cc(OCC)c1OCC	-3	-8	61*	10	0.4	3	-6	2	-0.24
CC(=O)Nc1ccc(C(=O)N/N=C/c2ccccc2OC(=O)c2ccc(Cl)cc2)cc1	-5	-7	40	26	0.6	7	-3	-13	0.047
CN1CCN(/C=N/C2=C(C#N)C(c3ccccc3)C3=C(CC(C)(C)CC3=O)O2)CC1 (centres undefined)	-21	-4	12	0	0.9	20	-11	10	-0.045
C(=N\c1nc2ccccc2n1CCN1CCCCC1)/c1cccs1	-5	-6	18	-6	0.8	4	-6	2	-0.0092
CCc1c(C(=O)Nc2ccc(OC)cc2)[nH]c(C)c1C(C)=O	nt	-3	27	-2	0.7	nt	-1	16	-0.67
CCn1c(=N)c(C(N)=O)cc2c(=O)n3cccc(C)c3nc21	-2	2	nt	nt	nt	4	nt	-17	nt
CC(Sc1nnc(COc2ccc3ccccc3c2)n1C)C(=O)O (centres undefined)	5	-10	-1	-6	1	-4	-4	7	-0.3
CCCCCCSc1nc2c(c(=O)[nH]c(=O)n2C)n1C	nt	-4	19	18	0.8	nt	-14	-6	-1.2
CCCS(=O)(=O)N1CCN(Cc2ccncc2)CC1	-12	-2	29	9	0.7	13	8	3	-0.52
COCCNC(C(=O)Nc1cc(Cl)cc(Cl)c1)c1ccccc1 (centres undefined)	-10	1	54*	10	0.5	12	2	8	-0.18
CCCC(=O)Nc1cccc(NC(=O)c2ccc(C)c([N+](=O)[O-])c2)c1	8	0	25	15	0.7	-10	-1	11	1
CCOc1nc(C)ccc1-c1noc(-c2ccccc2OC)n1	8	0	8	9	0.9	-5	4	-13	0.68
CCOC(=O)c1ccc(NC(=O)c2ccc(NC(=O)c3ccccc3)cc2)cc1	11	-2	12	-6	0.9	-13	-3	-10	-0.35
CNC(=S)NC1CC2CCCC(C1)N2Cc1ccco1 (centres undefined)	13	-2	4	12	1	-12	-5	12	-0.27
Nc1n[nH]c(S(=O)(=O)CCCc2ccccc2)n1	0	-9	70*	0	0.3	0	5	4	-0.67
CCCn1c(=N)n(CC(=O)C(C)(C)C)c2ccccc21	-5	-6	-12	19	1.1	3	5	-7	-0.5
O=C(CSc1c2c(nc3ccc(Cl)cc13)CCCC2)NCc1ccco1	-17	-6	29	21	0.7	15	-10	-7	-0.074
COC(=O)C(C)Sc1nc2c(cnn2-c2ccc(C)cc2)c(=O)[nH]1 (centres undefined)	0	-5	6	-1	0.9	-2	20	2	-1.8
CCOC(=O)c1c(NC(=O)c2c(C)noc2C)sc2c1CCCCC2	16	-7	-16	6	1.2	-12	9	14	-0.64
CCCc1cc(-c2nc(N)ncc2-c2ccc3c(c2)OCCCO3)c(O)cc1OC	1	3	42	40*	0.6	-1	-12	-32	0.51
CCOC(=O)C1C(=O)NC(N2CCCCC2)=NC1C(C)C (centres undefined)	nt	nt	-2	6	1	nt	-3	nt	0.44
CCOC(=O)c1ccc(NC(=O)CSc2nnc(CNc3ccc(OC)cc3)n2C)cc1	-7	-11	27	10	0.7	7	9	5	0.36
Clc1ccc(Cn2ncc3c(N4CCCC4)ncnc32)cc1	-7	0	45	12	0.6	9	-9	-26	0.44
O=C(O)CCCC(=O)N1CCN(c2cccc(Cl)c2)CC1	9	-1	6	5	0.9	-9	-2	-3	-0.58

The list goes on.
SMILES	sEH act	S1P2 agonist	CYP2C19 inh	PostGolgi ctrl	CYP2C19 act	sEH inhibitor	PostGolgi yeast	S1P2 blocker	hDAT+cocaine
c1nc(N2CCCC2)c2[nH]cnc2n1	-3	-1	nt	nt	nt	6	nt	7	0.45
CCOc1cc(NS(=O)(=O)c2ccc(OC)cc2)c(OCC)cc1NC(=O)c1ccco1	15	-1	nt	nt	nt	-13	nt	-47	0.1
Cn1c2ccccc2c2c(C(=O)N3CCN(C(=O)c4ccco4)CC3)cn(C3CCCCC3)c(=O)c21	6	-5	40	-5	0.6	-11	-8	-1	1.4
CC(=O)c1c(COC(=O)c2ccncc2)nc2ccccc2[n+]1[O-]	nt	-2	92*	3	0.1	nt	-4	15	-0.34
O=C(OCc1ccc2c(c1)OCO2)c1cccc(S(=O)(=O)N2CCCCC2)c1	-4	-1	92*	38*	0.1	3	-5	-6	-0.14
O=C(Nc1ccc(Cl)c(Cl)c1)OCc1cnc(Cl)s1	-3	-2	14	2	0.9	1	-4	-6	0.13
Cc1ccc(N2C(=O)c3ccccc3C2Nc2ccc(S(=O)(=O)N3CCCCC3)cc2)nc1 (centres undefined)	-7	-6	14	18	0.9	6	-9	-9	-0.13
Cc1[nH]n(C(N)=S)c(=O)c1N=Nc1ccc(S(=O)(=O)N2CCCC2)cc1	-10	-2	nt	nt	nt	11	nt	-1	0.61
Cc1ccc(C(=O)N2CCN(c3ccccc3)CC2)cc1S(=O)(=O)N1CCCC1	nt	nt	78*	12	0.2	nt	4	nt	0.82
COc1cccc(CNc2ccc(Br)cn2)c1O	1	-3	38	12	0.6	-2	-4	3	0.16
CCOc1cc(C2C(C#N)=C(N)OC(C)=C2C(C)=O)c(Br)c(Br)c1OC(C)C (centres undefined)	0	-2	nt	nt	nt	4	nt	-25	-0.16
Cc1ccc(NC(=O)CC2CS(=O)(=O)CC2CC(=O)Nc2ccc(C)c(C)c2)cc1C (centres undefined)	-3	-13	37	11	0.6	5	-1	21	-1.5
Cc1cc(OC(=O)c2cc(Cl)nc3ccccc23)ccc1Cl	2	-1	1	10	1	-1	17	-2	-1.5
CCOC(=O)C1CCCN(Cc2ccc(O)c(OC)c2)C1 (centres undefined)	nt	nt	38	7	0.6	nt	-10	nt	1.9
CC(C)(C)c1sc(N)nc1-c1ccccc1	10	-5	nt	nt	nt	-7	nt	11	0.29
Cc1ccc(-n2c(CSc3nc(C)cc(C)n3)nnc2SCC(=O)N2CCCC2)cc1	4	-6	-4	11	1	-4	4	-15	0.81
Cc1ccccc1NS(=O)(=O)c1ccc(OCC(=O)N2CCCC2)cc1	6	-5	-18	3	1.2	-6	3	-9	0.12
CC(C)(C)C(=O)Nc1nc(=S)ss1	12	1	33	20	0.7	-12	20	-21	-0.0079
Nc1c(C(=O)NC23CC4CC(CC(C4)C2)C3)sc2nc3c(c(C(F)(F)F)c12)CCC3	-16	-3	-6	0	1.1	18	-5	5	-0.86
CCOC(=O)C1=C(C)NC2(O)c3ccccc3C(=O)C12O (centres undefined)	4	-7	40	3	0.6	-3	-4	-4	-1.1
CC(C)OC(=O)CC(=O)c1sc2nc3c(cc2c1N)CN(C)CC3	nt	nt	6	0	0.9	nt	3	nt	-0.63
N#C/C(C(=O)N1CCCCC1)=C1\Nc2ccccc2S1	5	-9	-1	26	1	-2	-10	3	0.15
CC(C)NC(=O)c1sc2nc(-c3cccs3)cc(-c3cccs3)c2c1N	7	-4	-8	10	1.1	-8	0	-3	1.6
O=C(CN1CCN(c2ncccn2)CC1)N(Cc1ccccc1)c1ccc(F)cc1	16	-2	61*	4	0.4	-18	-3	-32	0.064
CCn1c(SC(=O)NC2CCCCC2)nnc1-c1cccs1	-77	-8	53*	11	0.5	76	22	1	0.045
CCOC(=O)Cn1c(=O)oc2cc(S(=O)(=O)NCc3ccccn3)ccc21	-18	-7	-1	8	1	18	4	8	0.5
O=[N+]([O-])c1ccc(N2CCN(S(=O)(=O)c3ccccc3)CC2)cc1NCCN1CCOCC1	-9	-9	55*	-1	0.5	10	2	3	-0.73
CC1=CC(=C2C(=O)c3ccccc3C2=O)C=C(C)O1	11	-6	-7	8	1.1	-11	-3	0	nt
Cc1cc(NC(=O)CCCN2C(=O)c3cccnc3C2=O)no1	8	-2	-6	7	1.1	-6	10	7	0.45
